GSK3B inh: inhibitors of human GSK3beta kinase; P49841; GST-GSK3beta kinase, ADP-Glo luminescence, 60 min; stronger effect = lower value; activity score (negative = inhibition), % at 10 µM; actives 0.038% (n = 300,000);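 active means more than half of replicate wells score below -50%, meaning over 50% inhibition versus plate controls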;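 further: 0% = median DMSO wells and -100% = median GW8510 positive control wells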
Target sequence (P49841 whole entry, looked up): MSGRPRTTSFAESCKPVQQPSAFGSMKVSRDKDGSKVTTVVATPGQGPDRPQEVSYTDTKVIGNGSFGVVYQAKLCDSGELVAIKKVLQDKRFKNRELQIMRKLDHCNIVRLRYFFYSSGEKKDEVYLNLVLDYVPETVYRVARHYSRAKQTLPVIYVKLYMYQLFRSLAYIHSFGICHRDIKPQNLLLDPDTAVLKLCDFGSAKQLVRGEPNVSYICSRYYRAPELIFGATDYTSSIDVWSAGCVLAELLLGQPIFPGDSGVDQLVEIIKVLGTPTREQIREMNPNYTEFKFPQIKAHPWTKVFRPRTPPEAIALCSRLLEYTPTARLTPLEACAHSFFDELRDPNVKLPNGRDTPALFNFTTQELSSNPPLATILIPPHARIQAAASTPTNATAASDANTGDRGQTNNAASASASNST
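Test system: GST-fused GSK3beta enzyme, cell-free | Quantity: 1.6 ng GST-GSK3beta enzyme per well | Reagent: 25 µM ATP with peptide substrate | Schedule: 60 min enzyme reaction, room temperature | Signal: Luminescent ADP-Glo measurement of ADP formed | Read-out basis: Score relative to plate controls | Control set: DMSO and 20 µM GW8510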
RGS4 pot: RGS4 potentiation or activation; actives 0.92% (n = 310,000); HEK293 M3R/inducible RGS4, carbachol calcium flux Fluo4; stronger effect = lower value; B-score at 10 µM; AID 463111;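 active means B-score of the integrated calcium signal more than 4 SD below the library mean, with starting fluorescence not abnormally high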;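 further: negative B-score means reduced calcium response which marks RGS4 activation or potentiation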
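System: HEK293 FlpIn-TREx cells, stable M3R, doxycycline-inducible RGS4. Timing: overnight RGS4 induction, 30 min dye load 37 °C, 20 min compound RT. Also added: carbachol, ECmax concentration. Measured by: Fluo4 fluorescence kinetic imaging of calcium. Evaluation: integrated calcium ratio converted to B score.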
GSK3 alpha inh: blocks human GSK-3 alpha kinase | P49840 | ADP-Glo luminescence, 60 min | AID 2650 | inhibition, % at 10 µM | actives 0.1% (n = 320,000);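 in the data active means inhibition above about 50%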;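 further: GST-tagged GSK-3 alpha with peptide substrate and 25 µM ATP; 0% = DMSO neutral wells and 100% = GW8510 positive control wells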
KCNK3 block: human KCNK3 channel inhibition, primary screen. B-score at 10 µM. O14649. actives 0.84% (n = 340,000). CHO-KCNK3 thallium flux, FluxOR fluorescence; stronger effect = lower value;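 active means B-score under library mean minus 4 SD, starting fluorescence ratio at most library mean plus 5 SD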;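 further: more negative B-score means stronger inhibition of thallium flux through KCNK3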
Target sequence (O14649 whole entry, looked up): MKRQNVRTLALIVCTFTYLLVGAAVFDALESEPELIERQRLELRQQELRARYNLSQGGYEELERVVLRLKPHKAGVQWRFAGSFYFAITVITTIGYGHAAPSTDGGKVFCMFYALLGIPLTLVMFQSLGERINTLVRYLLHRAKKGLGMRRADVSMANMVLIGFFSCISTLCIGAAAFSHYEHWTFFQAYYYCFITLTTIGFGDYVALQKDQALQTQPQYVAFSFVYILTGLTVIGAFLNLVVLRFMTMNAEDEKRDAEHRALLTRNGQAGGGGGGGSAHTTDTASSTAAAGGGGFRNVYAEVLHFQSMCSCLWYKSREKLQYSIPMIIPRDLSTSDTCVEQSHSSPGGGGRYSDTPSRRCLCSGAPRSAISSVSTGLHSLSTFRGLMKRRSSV
PolyA inhibitor: blocks polyadenylation in yeast reporter cells; calls only at 12 µM; actives 0.02% (n = 300,000); AID 1875; S. cerevisiae SKY197-pL101 polyadenylation reporter, beta-gal luminescence; efflux-impaired pdr1/pdr3 knockout yeast; score 100 = 6 SD above DMSO;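 active means lowest replicate activity score at least 50, where 100 means six control SD above control mean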;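 further: yeast exposed to compound for 9 h at 30 °C; higher score means more reporter readthrough which indicates perturbed polyadenylation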
RGS4 block: inhibitors of human RGS4; P49798; HEK293 M3R/RGS4 inducible, Fluo-4 calcium flux; stronger effect = higher value; triggered by carbachol at its EC20; B-score at 10 µM; actives 0.45% (n = 310,000); AID 463165;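 active means B-score, a plate-corrected calcium signal, over three deviations above library mean, with baseline fluorescence within five deviations of library mean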;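 further: RGS4 expression induced by doxycycline in cells with stable M3 receptor; B-score is computed from the integrated fluorescence ratio over baseline after carbachol; higher B-score means a larger calcium signal and so more RGS4 inhibition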
Target sequence (P49798 whole entry, looked up): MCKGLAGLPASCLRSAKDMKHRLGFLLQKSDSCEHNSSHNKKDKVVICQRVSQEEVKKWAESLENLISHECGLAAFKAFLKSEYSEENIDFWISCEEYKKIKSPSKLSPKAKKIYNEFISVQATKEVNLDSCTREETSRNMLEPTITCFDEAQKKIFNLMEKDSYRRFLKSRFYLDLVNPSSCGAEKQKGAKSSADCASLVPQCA
hERG rescue: hERG (human) protection from proarrhythmic block | actives 0.51% (n = 310,000) | Q12809 | activation (rescue from dofetilide block), less the hit threshold, % at 10 µM | CHO-hERG, FluxOR thallium flux, dofetilide IC70 present;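 active means activation above the mean of controls blocked by dofetilide plus 5 SD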;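 further: thallium influx through hERG after potassium depolarization seen as dye fluorescence rise; in these data hits start at about 4.7%; inactives centre near -7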
KCNQ1 pot: potentiators or activators of human KCNQ1 potassium channel; B-score at 10 µM; P51787; actives 0.35% (n = 310,000); CHO-K1 KCNQ1, thallium flux FluxOR fluorescence; stronger effect = higher value;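 active means fluorescence ratio B-score, a plate-corrected score, at least three library SD, with initial intensity B-score within 5 SD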
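Assay system: CHO-K1 cells stably expressing KCNQ1; Medium: assay buffer with matched DMSO; Also added: K+/Tl+ depolarizing stimulus; Dosing: single dose; Timing: dye 90 min, compound 20 min, room temperature; Measured by: kinetic FluxOR thallium fluorescence, 10-s 1-Hz baseline, 110-s post-stimulus read; Read-out: peak-minus-minimum fluorescence over initial fluorescence, negative-control normalized, B-scored.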
KCNK9 block: blocks the human KCNK9 two-pore domain potassium channel; actives 1.2% (n = 310,000); Q9NPC2; HEK293 KCNK9, FluxOR thallium flux fluorescence; stronger effect = lower value; B-score at 10 µM;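 active means ratio B-score over 3 SD below the library mean, with starting fluorescence within 5 SD of its mean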;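 further: negative B-score means less thallium flux so channel inhibition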
Dyrk1A ADPGlo: Dyrk1A (rat) kinase inhibition; Q63470; ADP-Glo luminescence, NFATc1 peptide; inhibition, % at 12.5 µM; actives 0.43% (n = 310,000); AID 504441; in the data active means inhibition above about 50%;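 further: plate controls were vehicle with enzyme for no effect and no enzyme for full effect; many of its hits are not listed in these tables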
KCNQ1 inh: human KCNQ1 channel inhibition; CHO-K1 KCNQ1, FluxOR thallium flux fluorescence; stronger effect = higher value; actives 1.3% (n = 310,000); B-score at 10 µM; P51787;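 active means compounds whose thallium flux B-score, printed positive for inhibition, exceeds three library SD while starting fluorescence stays within three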;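 further: channel opened by potassium depolarization with thallium stimulus after 20 min compound exposure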
* = called active by the depositor; i = inactive; x = no result given. Not all compounds are listed; the hit share may differ from the screen's.

SMILES	GSK3B inh	RGS4 pot	GSK3 alpha inh	KCNK3 block	PolyA inhibitor	RGS4 block	hERG rescue	KCNQ1 pot	KCNK9 block	Dyrk1A ADPGlo	KCNQ1 inh
CC(C)(C)c1ccc(C(=O)Nc2ccc(CN3CCS(=O)(=O)CC3)cc2)cc1	0.7	i	-0.4	i	i	i	-8.2	i	i	x	i
CCCCn1c(=O)[nH]c(=O)c2c1nc(-c1ccccn1)n2CC	x	i	-0.8	i	i	i	-4.8	i	i	-4.0	i
CCN1c2ccccc2N(C)C1(C)c1ccccc1 (stereo not given)	x	i	0.6	i	x	i	-11.0	i	i	7.9	i
O=C(CSc1ccsc1[N+](=O)[O-])NCc1ccco1	-0.3	i	-1.0	i	i	i	-9.2	i	i	0.2	i
COC(=O)c1cccc(C23CC4(C2)[C@H](CN(C)[C@@H]4c2ccccc2)C3c2ccccc2)c1 (stereo not given in full)	-1.3	i	1.6	i	i	i	-8.0	i	i	4.6	i
CCOC(=O)C[C@H]1c2ccccc2S(=O)(=O)N1c1ccccc1	-3.5	i	2.6	i	i	i	-1.9	i	i	-5.2	i
Cc1sc(NC(=O)COc2ccccc2)c(C#N)c1-c1ccccc1	-0.3	i	-7.1	i	i	i	-4.9	i	i	1.3	i
O=C(CN(Cc1ccccc1)S(=O)(=O)c1ccccc1)N/N=C/c1ccccc1C(=O)O	1.9	i	-5.0	i	i	i	-3.7	i	i	-0.9	i
COc1ccc(CC(=O)NC(=S)NNC(=O)COc2c(C)cccc2C)cc1	-1.5	i	-0.1	i	i	i	-5.1	i	i	-3.1	i
O=C1NN=C(c2ccc(Cl)cc2)CC1c1cccc(Cl)c1 (stereo not given)	0.8	i	-3.8	i	i	i	-8.4	i	i	-9.3	i
CCOC(=O)N1CCC(NC(=O)Cn2cc3c(n2)CCC(C)C3)CC1 (stereo not given)	-8.8	i	1.6	i	i	i	-4.0	i	i	1.7	i
COc1ccc(CN2CCNC(=O)C2CC(=O)N2CCc3ccccc3C2)c(OC)c1 (stereo not given)	2.0	i	0.0	i	i	i	-10.7	i	i	-4.5	i
CCc1ccc(NC(=O)C(C)OC(=O)/C=C/c2cccc([N+](=O)[O-])c2)cc1 (stereo not given)	4.4	i	-2.4	i	i	i	-4.9	i	i	3.4	i
Fc1cccc(Nc2nc3ccccc3n3cnnc23)c1	2.6	i	-0.4	i	i	i	-8.9	i	i	1.1	i
CC(O/N=C\c1ccccc1O)C(=O)Nc1ccccc1C(=O)N1CCOCC1 (stereo not given)	-1.4	i	-0.5	i	i	i	-3.4	i	i	-5.4	i
CC1CN(C(=O)c2ccc(COc3ccccc3Br)o2)CC(C)O1 (stereo not given)	2.5	i	5.4	i	i	i	-4.5	i	i	-5.5	i
S=C(NCc1ccc(Cl)cc1)NCc1ccco1	-3.3	i	-2.0	i	i	i	-10.5	i	i	0.0	i
Cc1cc(NC(=O)CCC(=O)N(Cc2ccco2)C(C(=O)NC2CCCCC2)c2cccs2)no1 (stereo not given)	2.6	i	-1.0	i	i	i	-18.2	i	i	x	i
COc1ccc(NC(=O)C2CCCN2S(=O)(=O)c2ccc(F)cc2)cc1 (stereo not given)	-0.1	i	x	i	i	i	-7.3	i	i	10.1	i
c1cc2c3c(cccc3c1)C(N1CCOCC1)=N2	1.2	i	-0.9	i	i	i	-11.2	i	i	x	i
COc1ccc(S(=O)(=O)N2CCOCC2)cc1NC(=O)CSc1ccccc1	-0.8	i	1.2	i	i	i	-7.7	i	i	-0.4	i
COc1ccc(N(CC(=O)N/N=C/c2cccc3c2OCCO3)S(=O)(=O)c2ccc(NC(C)=O)cc2)cc1	-3.4	i	-2.4	i	i	i	-18.5	i	i	0.7	i
Cc1c(Br)cc(C(=O)N2CCN(CCO)CC2)c(C)c1C	0.8	i	-0.4	i	i	i	-5.3	i	i	0.2	i
O=C1NC(=O)/C(=C/c2ccccc2OCc2ccccc2)S1	-1.9	i	-1.3	i	i	i	-12.4	i	i	4.6	i
O=C(NCc1cccnc1)c1ccc(S(=O)(=O)N2CCCCCC2)cc1	-6.5	i	0.6	i	i	i	-17.5	i	i	10.9	i
Cc1cc(C(=O)CSc2ccc(F)cc2)cc(C)c1OC(=S)N(C)C	1.4	i	0.0	i	i	i	-9.3	i	i	15.2	i
CCOc1ccc(NC(=O)Nc2cc(C)ccc2OC)cc1	1.9	i	-2.1	i	i	i	-7.3	i	i	-3.3	i
CC(C)(C)SCCNC(=O)COc1ccccc1	2.3	i	0.0	i	i	i	-0.3	i	i	1.9	i
Cn1cnnc1Sc1ccc(/C=C(\CC(=O)O)c2nc3ccccc3s2)cc1[N+](=O)[O-]	3.7	i	x	i	i	i	-7.4	i	i	-4.8	i
COc1cccc(CSc2nc3nc(C)cc(C)n3n2)c1	0.8	i	-2.5	i	i	i	-1.9	i	i	-1.2	i

Record cards, from the list above. Screens in order: GSK3B inh | RGS4 pot | GSK3 alpha inh | KCNK3 block | PolyA inhibitor | RGS4 block | hERG rescue | KCNQ1 pot | KCNK9 block | Dyrk1A ADPGlo | KCNQ1 inh
Results for O=C(CSc1ccsc1[N+](=O)[O-])NCc1ccco1 : -0.3 | i | -1.0 | i | i | i | -9.2 | i | i | 0.2 | i
Results for O=C(NCc1cccnc1)c1ccc(S(=O)(=O)N2CCCCCC2)cc1 : -6.5 | i | 0.6 | i | i | i | -17.5 | i | i | 10.9 | i

Continuation:
SMILES	GSK3B inh	RGS4 pot	GSK3 alpha inh	KCNK3 block	PolyA inhibitor	RGS4 block	hERG rescue	KCNQ1 pot	KCNK9 block	Dyrk1A ADPGlo	KCNQ1 inh
CN(C)c1ccc(/C=N/NC(=O)c2nnn(-c3nonc3N)c2CN2CCCCCC2)cc1	-1.4	i	4.8	i	i	i	-5.5	i	i	0.9	i
N#CCSc1nc2ccccc2c(=O)n1CCC(=O)NC1CCCCC1	-3.4	i	-1.1	i	i	i	-8.5	i	i	-3.5	i
CCOC(=O)C1=C(CNCCOc2ccc(OC)cc2)NC(=O)NC1c1ccc2c(c1)OCO2 (stereo not given)	1.7	i	-9.9	i	i	i	-17.6	i	i	x	i
CC(O)Cc1cn(CC(=O)N2CCNCC2)nn1 (stereo not given)	-2.5	i	-1.2	i	i	i	-5.3	i	i	-3.7	i
CCCCC1=CC2=C(c3ccco3)C(=O)C(C)(OC(=O)c3ccc(OC)cc3)C(=O)C2=CN1C(CO)CO (stereo not given)	-0.8	i	0.5	i	i	i	-8.1	i	i	13.0	i
S=C1NCN(CCc2ccccc2)CN1Cc1ccccc1	2.7	i	3.8	i	i	i	-6.8	i	i	3.2	i
CCc1nnc(NC(=O)c2ccc(NC(=O)C(C)C)cc2)s1	2.0	i	-2.1	i	i	i	-3.6	i	i	-3.0	i
C=C(C)C(C)(C#CCN1CCCC1)OC(C)=O (stereo not given)	0.8	i	-2.4	i	i	i	-7.9	i	i	-4.2	i
CC(C)OC(=O)c1cc(NC(=O)c2nn(C)cc2Br)cc(C(=O)OC(C)C)c1	3.4	i	1.0	i	i	i	-6.2	i	i	-2.8	i
Cc1cc(C(=O)N2CCN(c3ccc([N+](=O)[O-])cc3)CC2)c(C)o1	-1.9	i	1.3	i	i	i	-22.1	i	i	x	i
Cc1ccc(S(=O)(=O)NCCOc2nc(N(C)C)nc(N(C)C)n2)cc1	-1.6	i	4.9	i	i	i	-17.3	i	i	-12.4	i
O=C(COc1ccc(Cl)cc1)NCc1nnc(SCC(=O)NCCc2ccccc2)o1	3.0	i	-0.2	i	i	i	-6.2	i	i	1.9	i
CS/C(=N\S(=O)(=O)c1cccs1)Nc1ccc(Cl)cc1	2.2	i	-2.0	i	i	i	-5.2	i	i	-1.2	i
CCOC(=O)CSc1c(-c2ccccc2)c2cc(Cl)ccc2[nH]c1=O	-0.9	i	0.5	i	i	i	-3.2	i	i	8.6	i
CCCC1=Nc2cc(C(=O)NCCCOCC)ccc2Sc2ccccc21	0.9	i	0.6	i	i	i	-3.9	i	i	-3.5	i
Cc1nn(C(=O)C2CC2)c(C)c1Sc1ccc(Cl)cc1	-2.2	i	-1.6	i	i	i	-9.4	i	i	-1.5	i
Nc1c(-c2ccc(Cl)cc2)cnn1-c1cc(C(F)(F)F)cc(C(F)(F)F)c1	-2.7	i	-1.2	i	i	i	-9.8	i	i	6.5	i
COc1cc(-c2nnc(SCC(=O)c3cc(C)n(CC4CCCO4)c3C)o2)cc(OC)c1OC (stereo not given)	2.3	i	-2.9	i	i	i	-8.6	i	i	15.8	i
CCOc1cc(/C=C2\CN(C)C/C(=C\c3ccc(O)c(OCC)c3)C2=O)ccc1O	2.1	i	-4.9	i	x	i	-15.1	i	i	2.1	i
COc1ccccc1C(=O)NNC(=O)c1ccccc1[N+](=O)[O-]	0.6	i	-1.0	i	i	i	-5.4	i	i	0.5	i
Cn1cc(CNC(=O)c2cc(COc3ccc4c(c3)CCCC4)on2)cn1	2.2	i	-0.5	i	i	i	-11.6	i	i	7.0	i
Cc1ccc(C2=NCCn3c2c2ccccc2[n+]3[O-])cc1	4.2	i	0.3	i	i	i	-7.3	i	i	-0.3	i
NCCCC[C@H]1CNC(=O)C(=O)N1CCc1cccc(F)c1	0.6	i	1.2	i	i	i	-3.7	i	i	1.0	i
O=C(CN1C(=O)c2ccccc2S1(=O)=O)N1CCN(c2ccc(F)cc2)CC1	2.0	i	0.4	i	i	i	3.6	i	i	5.0	i
O=C(O)COc1ccc(-c2nccc(-c3cccs3)n2)cc1	-0.6	i	-1.5	x	i	i	-6.5	i	i	x	i
CC1CCN(C(=O)Cn2nnc(-c3ccccc3)n2)CC1	-0.8	i	-2.2	i	i	i	-10.2	i	i	1.6	i
COc1cc([N+](=O)[O-])ccc1NC(=O)C[n+]1ccccc1C	0.2	i	-0.4	i	i	i	-10.6	i	i	-2.4	i
COc1cc(OC)cc(C(=O)OCCNC(=O)Cn2cnc3c2c(=O)n(C)c(=O)n3C)c1	3.8	i	-2.5	x	i	i	-7.2	i	i	x	i
CCOC(=O)COc1ccc2nsnc2c1	-5.2	i	1.8	i	i	i	-15.6	i	i	-1.2	i
COCCN(C(=S)Nc1c(C)cc(C)cc1C)C(C)c1cccs1 (stereo not given)	-0.5	i	-1.2	i	i	i	-12.3	i	i	-1.3	i

Screening data from PubChem BioAssay.
